Myeloid diff 2: compounds promoting myeloid differentiation | calls only at 10 µM | ER-HoxA9 myeloid progenitors, lysozyme-GFP differentiation, flow cytometry | 1% of 360,000 active;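 active means normalized GFP-positive differentiation at or above the plate's own cutoff, the solvent-only control mean plus 3 SD; inconclusive means no clear call, values can overlap the other calls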;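 further: cells exposed to compound for four days before flow analysis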
Myeloid diff 2 GFP+ MAC1+ %: recorded beside Myeloid diff 2, whose call it bears; GFP+ MAC1+ double positive, %; measured here: differentiation confirmed by MAC1 staining
Numbers without * were called inactive; i = inactive; ? = inconclusive; . = not tested or not shown. Not all compounds are listed; rates above refer to the full screens.

SMILES,Myeloid diff 2,Myeloid diff 2 GFP+ MAC1+ %
CC(C)(C)NC(=O)C(c1ccccc1)n1c(=O)c(-c2ccco2)nc2ccccc21 (stereo unspecified),i,2.5
CNc1ccc(/C=C\CCCO)cn1,i,0.4
CC1(C(=O)NS(=O)(=O)C2CC2)CCCN(C(=O)COc2ccccc2)C1 (stereo unspecified),i,0.3
COc1ccc(/C=C/C(=O)OCC(=O)c2cc(C)ccc2C)cc1,i,2.0
O=C1Nc2ccccc2CN2C(=O)c3cc(Cl)ccc3NC(=O)C12 (stereo unspecified),i,0.8
O=C(OCC(=O)N1CCN(c2ccccc2)CC1)c1cc(F)c(F)cc1Cl,i,0.3
CCOc1ccc(C(=O)N[C@H](C(=O)N2CCN(c3ncccn3)CC2)C(C)C)cc1,i,0.9
CCNC(=O)C1(C)CCN(C(=O)c2ccc(F)cc2Cl)C1 (stereo unspecified),i,0.7
C#CCN(C[C@@H]1[C@@H](OC(=O)NCc2ccccc2F)[C@@H](OC(=O)NCc2ccccc2F)Cn2c(=O)n(CCCCCC)c(=O)n21)S(=O)(=O)c1ccc(C)cc1,i,0.9
CC1=C(C(=O)N(C(C)C)C(C)C)CC(CC(=O)NCc2ccco2)C(=O)N1Cc1ccc(C(C)(C)C)cc1 (stereo unspecified),i,0.2
COC(=O)C[C@H]1C=C[C@H](NC(=O)Nc2ccccc2F)[C@@H](CO)O1,i,1.2
O=C(c1cc2ccccc2o1)N1CCN(Cc2nc3ccccc3s2)CC1,i,0.5
COc1cccc(S(=O)(=O)N(C)C[C@H]2OCc3cnnn3CCCC(=O)N([C@H](C)CO)C[C@@H]2C)c1,i,0.6
C#CCOc1ccc(CNC[C@H]2O[C@@H](n3ccc(=O)[nH]c3=O)[C@H](O)[C@@H]2O)cc1,i,1.1
COc1ccccc1NC(=O)Nc1nc(C(N)CC(C)C)cs1 (stereo unspecified),i,1.0
COC(=O)[C@]12CCCCC=C1N(Cc1ccccc1)C(=O)[C@H](CC(=O)NCc1ccc(OC)c(OC)c1)C2,i,0.4
Oc1c(C(c2ccccc2)N2CCCCC2)ccc2ccccc12 (stereo unspecified),i,0.9
C[C@H](CO)N1C[C@H](C)[C@@H](CN(C)C(=O)c2ccc3ccn(C)c3c2)OCc2cnnn2CCCC1=O,i,0.2
CCOc1ccc(Cl)cc1-c1cc(C(=O)Nc2cc(OC)c(OC)c(OC)c2)[nH]n1,i,0.4
Cn1ccc2c(N3CCOCC3)cc3c(c21)C1CCC3O1 (stereo unspecified),i,0.6
C[C@H](CO)NC(=O)c1[nH]cnc1C(=O)Nc1ccc(CNC(=O)OC(C)(C)C)cc1,i,0.7
COc1ccc(C(O)c2ncc(-c3ccccc3F)[nH]2)cc1 (stereo unspecified),i,0.9
OC1C2COC(O2)C2OC(c3ccccc3)OC12 (stereo unspecified),i,1.9
O=C(Nc1nnc([C@@H]2C[C@H](O)[C@@H](CO)O2)s1)Nc1cccc2ccccc12,i,0.5
CCOC(=O)C1=CCN(S(=O)(=O)c2ccccc2F)C1c1cccc(Cl)c1 (stereo unspecified),i,1.3
COc1ccc(-c2cc(NC=O)c3ncc(-c4cc(OC)c(OC)c(OC)c4)n3c2)cc1,?,.
Clc1ccccc1-c1cc2nc(NCc3ccco3)ccn2n1,i,1.0
O=C(O)Cn1nncc1-c1ccc(C(F)(F)F)cc1,i,0.6
N#Cc1ccc(-c2nc3ccc(Br)cn3c2Cc2cccc(F)c2)cc1,i,0.5
Cc1ccc(NC(=O)CCS(=O)(=O)c2ccc3nc(C)sc3c2)c(C)c1,i,5.3
CCC1CCCCN1C(=O)COC(=O)c1cncc(Br)c1 (stereo unspecified),i,0.8
CN(CC(=O)Nc1c(Cl)cccc1Cl)CC(=O)N1CCc2ccccc21,i,0.6
O=[N+]([O-])c1cc2ncccc2c2ncccc12,?,.
N#Cc1ccc(-c2nc3c4ccccc4ccn3c2Cc2ccccc2C(F)(F)F)cc1,i,0.1
O=C(C[C@@H]1CC[C@@H]2[C@H](COC[C@H](O)CN2Cc2cccc(C(F)(F)F)c2)O1)NCc1ccc(Cl)cc1,i,0.7
CCc1nc2ccc(C(=O)NCc3cccs3)cn2c1N(CCC(C)C)CCN(C)C,i,1.6
O=C(/C=C/[C@H]1O[C@@H](n2cnc3c(NC(=O)c4ccccc4)ncnc32)[C@H](O)[C@@H]1O)NCc1ccco1,i,0.7
CCCCc1c(-c2ccccc2OC)ncn1CCc1ccc(Cl)cc1,i,1.3
CS(=O)(=O)Nc1cccc(NC(=O)c2cccc3c(-c4cccnc4)coc23)c1,i,0.7
COc1ccc(-c2cnc3c(NC(C)=O)cc(-c4ccc(S(C)(=O)=O)cc4)cn23)cc1OC,?,.
Cn1c(N)c(C(=O)COC(=O)/C=C/c2ccc(Cl)cc2Cl)c(=O)n(C)c1=O,i,1.0
O=C1NC[C@H](CCCCN2C[C@H](Cc3ccccc3)N(CCC3CCCCC3)C(=O)C2=O)N(CCC2CCCCC2)C1=O,i,0.7
COc1cc(C(O)c2nc(-c3cccc(F)c3)cs2)ccc1F (stereo unspecified),i,0.6
Cc1cccc(C)c1-n1nnnc1C1(C)CCC(=O)N1Cc1ccc(F)cc1 (stereo unspecified),i,0.9
O=S1(=O)CC(N2CCCC2)CN1Cc1cn(Cc2ccccc2)nn1 (stereo unspecified),i,0.8
Cc1cccc(C)c1NC(=O)C(CCc1ccccc1)N1CCC(c2ccccc2)CC1 (stereo unspecified),i,3.1
c1cc(-c2cc3nc(NCC4CC4)ccn3n2)ccc1OCCN1CCOCC1,i,1.3
CCCc1c(-c2cccc(F)c2)ncn1Cc1ccccc1OC,i,2.0
CCCc1nc2c3ccccc3ccn2c1CC1CCCCC1,i,1.3
Cc1cc(Cl)ccc1-c1nc(NCc2ccccc2)nc2ccsc12,i,2.3
O=C(CC[C@H]1O[C@@H](n2ccc(=O)[nH]c2=O)[C@H](O)[C@@H]1O)NCCc1c[nH]c2ccccc12,i,1.9
COc1cccc(C(C)(O)c2nc(-c3cccc(C(C)C)c3)cs2)c1 (stereo unspecified),i,0.6
CCNC(=O)C1CCCN(C(=O)c2cccc(C#N)c2)CC1 (stereo unspecified),i,0.3
CC1(C(=O)NS(=O)(=O)c2cccc(Cl)c2)CCN1C(=O)C/C=C/c1ccccc1 (stereo unspecified),i,0.5
CCN(CC)c1ncnc2c1ncn2[C@H]1CN(Cc2ccc3c(c2)OCO3)C[C@@H](CO)O1,i,1.0
Cc1cccc(C)c1NC(=O)C1c2ccccc2OCC(=O)N1CCc1c[nH]c2ccccc12 (stereo unspecified),i,2.1

Going on with the list:
SMILES,Myeloid diff 2,Myeloid diff 2 GFP+ MAC1+ %
CC1=C(C(=O)N2CCCCCC2)CC(CC(=O)NC2CCCCC2)C(=O)N1CCC1=CCCCC1 (stereo unspecified),i,1.0
O=C1NC[C@@H](CCCCN2CCN(CCc3ccc(O)cc3)C(=O)C2=O)N(Cc2ccccc2)C1=O,i,0.4
CC(C)[C@H](NC(=O)OC(C)(C)C)c1cc(C(=O)NCCc2c[nH]c3ccccc23)c(N)s1,i,2.1
COc1ccc([C@H]2N[C@]3(CCCN(Cc4ccc(C(F)(F)F)cc4)C3=O)[C@H]3C(=O)N(Cc4ccccc4)C(=O)[C@@H]23)cc1,i,3.1
C[C@@H](NC(=O)[C@@H]1CCCN1C(=O)[C@@H]1CCCN1)c1ccccc1,i,0.5
O=C(N=C1SC2CS(=O)(=O)CC2N1Cc1ccccc1)C1CC1 (stereo unspecified),i,0.4
CN(C)C(=O)c1cccc(-c2cnc3c(NC=O)cc(-c4ccccc4F)cn23)c1,i,0.9
CCCCCc1c(-c2ccc(Cl)cc2)ncn1CCc1ccccc1OC,i,0.5

A draw from above in order of molecular weight, falling.
SMILES,Myeloid diff 2,Myeloid diff 2 GFP+ MAC1+ %
COc1ccc([C@H]2N[C@]3(CCCN(Cc4ccc(C(F)(F)F)cc4)C3=O)[C@H]3C(=O)N(Cc4ccccc4)C(=O)[C@@H]23)cc1,i,3.1
O=C1NC[C@@H](CCCCN2CCN(CCc3ccc(O)cc3)C(=O)C2=O)N(Cc2ccccc2)C1=O,i,0.4
CC1=C(C(=O)N2CCCCCC2)CC(CC(=O)NC2CCCCC2)C(=O)N1CCC1=CCCCC1 (stereo unspecified),i,1.0
CC(C)[C@H](NC(=O)OC(C)(C)C)c1cc(C(=O)NCCc2c[nH]c3ccccc23)c(N)s1,i,2.1
CC1(C(=O)NS(=O)(=O)c2cccc(Cl)c2)CCN1C(=O)C/C=C/c1ccccc1 (stereo unspecified),i,0.5
O=C(CC[C@H]1O[C@@H](n2ccc(=O)[nH]c2=O)[C@H](O)[C@@H]1O)NCCc1c[nH]c2ccccc12,i,1.9
CN(C)C(=O)c1cccc(-c2cnc3c(NC=O)cc(-c4ccccc4F)cn23)c1,i,0.9
c1cc(-c2cc3nc(NCC4CC4)ccn3n2)ccc1OCCN1CCOCC1,i,1.3
CCCCCc1c(-c2ccc(Cl)cc2)ncn1CCc1ccccc1OC,i,0.5
Cc1cc(Cl)ccc1-c1nc(NCc2ccccc2)nc2ccsc12,i,2.3
COc1cccc(C(C)(O)c2nc(-c3cccc(C(C)C)c3)cs2)c1 (stereo unspecified),i,0.6
O=C(N=C1SC2CS(=O)(=O)CC2N1Cc1ccccc1)C1CC1 (stereo unspecified),i,0.4
CCCc1c(-c2cccc(F)c2)ncn1Cc1ccccc1OC,i,2.0
C[C@@H](NC(=O)[C@@H]1CCCN1C(=O)[C@@H]1CCCN1)c1ccccc1,i,0.5
CCCc1nc2c3ccccc3ccn2c1CC1CCCCC1,i,1.3

The results go on:
SMILES,Myeloid diff 2,Myeloid diff 2 GFP+ MAC1+ %
OC(c1ccccc1)c1ccccc1CN1CCCNC1=S (stereo unspecified),i,2.6
COc1ccc(-c2nc3c4ccccc4ccn3c2Cc2ccccc2C(F)(F)F)cc1OC,i,1.3
Cc1cc(F)ccc1-c1cc(C(=O)NCc2cccc(C(F)(F)F)c2)[nH]n1,i,0.9
COc1ccc(NC(=O)C2(C)CCCN2C(=O)C(C)C)cc1OC (stereo unspecified),i,1.1
O=C(NCc1ccccc1)C(c1ccccc1)n1c(-c2ccccn2)nc2ccccc21 (stereo unspecified),i,4.0
COCCCNC(=O)C[C@@H]1C[C@@]2(C(=O)OC)CCCCC=C2N(Cc2cccc3ccccc23)C1=O,i,1.3
O=C1CC[C@@H](C(=O)N2CSC[C@@H]2C(=O)Nc2ccc(C(F)(F)F)cc2)N1,i,1.3
CN(C)c1ccc(/C=C2\c3ccccc3C(=O)N2c2ccccc2)cn1,i,0.9
O=C(O)C1CCCN1c1nc(Cl)ccc1[N+](=O)[O-] (stereo unspecified),i,1.2
COc1cc(-c2cc(NC(C)=O)c3ncc(-c4ccc(C(C)=O)cc4)n3c2)cc(OC)c1OC,i,1.2
COc1ccc(-c2sc3ccccc3c2-c2ccc(OC)cc2F)cc1,i,1.9
CCOC(=O)C1(C)CCCN(C(=O)c2ccccc2OC(F)(F)F)C1 (stereo unspecified),i,1.1
CC(C)(C)C1CCN2CCCC(c3ccc([N+](=O)[O-])cc3)(C1)C21OCCO1 (stereo unspecified),i,0.4
Cc1ccc(S(=O)(=O)N2CCOCC2)cc1NC(=O)Cn1nnc(-c2ccccc2)n1,i,0.3
COc1ccc(F)cc1-c1cc(C(=O)N2CCc3ccccc3C2)[nH]n1,i,0.2
COC(=O)c1ccc2nc(-c3ccc(C)cc3)c(Cc3ccc(C)cc3)n2c1,i,0.9
CC1(Cc2cc(Cl)ccc2C(F)(F)F)C(=O)Nc2cc(C(F)(F)F)ccc21 (stereo unspecified),i,1.4
Cc1ccccc1-c1cc2nc(NCc3ccc(N(C)C)cc3)n(C)c(=O)c2s1,i,1.4
O[C@@H]1CN(Cc2cccs2)[C@@H](c2ccccc2)C[C@H]1n1cc(C2CC2)nn1,i,0.6
CNC(=O)C1CCC(=O)N1Cc1c[nH]c2ccccc12 (stereo unspecified),i,1.6
Cc1ccc(S(=O)(=O)N2C[C@H]3[C@H]4C(=O)N(c5ccccc5)C(=O)[C@H]4C[C@H](OC(=O)NCc4ccccc4F)[C@@]3(O)C2)cc1,i,2.7
CC1=C(C(=O)N(C(C)C)C(C)C)CC(CC(=O)NCc2cccc3ccccc23)C(=O)N1CCC1=CCCCC1 (stereo unspecified),i,1.0
CC1ON=C(c2ccccn2)N(Cc2ccc(S(C)(=O)=O)cc2)C1=O (stereo unspecified),i,3.2
COC(=O)C[C@@H]1C[C@@H]2c3cc(NS(=O)(=O)c4ccc(F)cc4)ccc3O[C@@H]2[C@H](CO)O1,i,0.8
CN(N=Nc1nc[nH]c1C(N)=O)C1CCCCC1,?,.
O=C(O)C=Cc1c[nH]c2nccnc12,i,0.4
COc1ccc(C(C(=O)NC2CCCC2)n2c(CSCCOc3ccccc3)nc3ccccc32)cc1 (stereo unspecified),i,2.5
CCOC(=O)c1cc2ccccc2n1C1CCN(C)CC1,i,0.8
COc1ccc(CN(C)CCCn2cnc3c(SC)ncnc32)cc1OC,i,0.8
C[C@H]1CN(Cc2ccccc2)C(=O)[C@@H]1CC(=O)Nc1ccccc1,i,0.5
COc1ccccc1C(=O)Nc1nc(C)cc(C)n1,i,1.0

High-throughput results deposited in PubChem by NMMLSC.
